Source: PubChem
TMEM16A act: activates or potentiates the mouse TMEM16A chloride channel; Q8BHY3; HEK293 TMEM16A/YFP-H148Q/I152L, iodide quench fluorescence; hits give low values; B-score at 10 µM; hit rate 0.3% among 340,000; AID 623877;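 active means fluorescence-ratio B-score plate-corrected deviation score at least 3 library SD below zero, with starting fluorescence score within 5 deviations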;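 further: channel opened by trigger with iodide after compound preincubation; score built on the fluorescence ratio of max minus min over baseline; more negative score means more quench and so TMEM16A activation or potentiation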
Dyrk1A ADPGlo: blocks rat Dyrk1A kinase activity. hit rate 0.43% among 310,000. ADP-Glo luminescence, NFATc1 peptide. Q63470. inhibition, % at 12.5 µM; in the data active means inhibition above about 50%;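 further: plate controls were vehicle with enzyme for no effect and no enzyme for full effect; many of its hits are not listed in these tables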
KCNK3 block: human KCNK3 channel inhibition, primary screen; AID 602410; B-score at 10 µM; CHO-KCNK3 thallium flux, FluxOR fluorescence; hits give low values; hit rate 0.84% among 340,000;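 active means B-score under library mean minus 4 SD, starting fluorescence ratio at most library mean plus 5 SD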;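 further: more negative B-score means stronger inhibition of thallium flux through KCNK3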
Target sequence (O14649 whole entry, looked up): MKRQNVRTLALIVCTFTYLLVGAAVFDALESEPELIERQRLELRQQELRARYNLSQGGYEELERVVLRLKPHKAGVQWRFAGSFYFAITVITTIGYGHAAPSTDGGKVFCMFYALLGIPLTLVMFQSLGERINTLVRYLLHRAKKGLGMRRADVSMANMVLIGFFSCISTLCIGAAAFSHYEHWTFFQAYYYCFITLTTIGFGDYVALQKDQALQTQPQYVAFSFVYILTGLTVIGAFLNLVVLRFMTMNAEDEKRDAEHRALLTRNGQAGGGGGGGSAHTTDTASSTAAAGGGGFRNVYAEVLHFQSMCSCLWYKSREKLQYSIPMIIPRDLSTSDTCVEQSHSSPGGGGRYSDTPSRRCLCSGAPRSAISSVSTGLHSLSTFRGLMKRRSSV
Active calls of the source: *; i = inactive. Only part of the results is shown; count on the stated rates, not on these rows.

mol,TMEM16A act,Dyrk1A ADPGlo,KCNK3 block
CC(=O)c1ccc(N2CCN(C(=O)CNS(=O)(=O)c3ccc4c(c3)OCCCO4)CC2)c(F)c1,i,-0.5,i
CCOc1ccc(OCCC(=O)OCC(=O)Nc2cccc(S(=O)(=O)N3CCCCC3)c2)cc1,i,-5.5,i
O=C(CNS(=O)(=O)c1ccccc1F)NNC(=O)c1ccc(Br)cc1,i,3.2,i
Cc1cc(C)cc(NC(=O)COC(=O)CCC2CCCC2)c1,i,0.7,i
Cc1ccc(SCC(=O)NC(=O)NC2CCCC2)c(C)c1,i,-0.1,i
Nc1ccc2ccccc2c1N=Nc1ccccc1,i,14.6,i
COc1ccc(CC(C)NCC(O)c2ccc(O)c(NC=O)c2)cc1 (stereo not given),i,0.1,i
Nc1ncnc2c1CN(Cc1ccccc1)CC2,i,1.9,i
O=C(Cc1ccccc1[N+](=O)[O-])NCC1(c2cccc3c2OCO3)OCCO1,i,0.9,i
CCC(NC(=O)CNC(=O)c1ccc2c(c1)OCO2)c1ccc(Br)cc1 (stereo not given),i,0.8,i
Cc1ccc(S(=O)(=O)N2CCOCC2)cc1NC(=O)CSc1nc(N)cc(N)n1,i,11.8,i
O=c1ccc(S(=O)(=O)N2CCCC2)cn1Cc1nc(-c2ccccc2)no1,i,0.7,i
CCOC(=O)c1ccccc1NC(=O)COC(=O)c1ccc(OCC(=O)N2CCOCC2)c(OCC)c1,i,-0.1,i
Oc1ccc(-c2nc3ccccc3nc2-c2ccc(O)cc2O)c(O)c1,i,76.3*,i
O=C(NC(=S)NCc1ccc(Cl)cc1Cl)c1ccco1,i,-3.0,i
O=C(CN(C1CC1)S(=O)(=O)c1ccc(S(=O)(=O)NC2CCCCC2)cc1)Nc1ccccc1,i,2.4,i
COC(=O)C1OC1c1cc([N+](=O)[O-])ccc1OC (stereo not given),i,11.3,i
Cc1ccc(S(=O)(=O)Nc2ccccc2N=Cc2c(F)c(F)c(F)c(F)c2F)cc1,i,-3.8,-11.7*
O=C(CCl)N1c2ccccc2Sc2c1ccc1ccccc21,i,8.3,i
O=C(CC(=O)c1ccccc1)CS(=O)(=O)c1ccccc1,i,-4.4,i
CC(=O)OC1CCC2C3CCc4cc(O)ccc4C3CCC12C (stereo not given),i,-12.9,i
O=C(CSc1c2c(nc3ccc(Cl)cc13)CCCC2)N1CCN(C(=O)c2ccco2)CC1,i,22.5,i
COc1ccc(-c2oc3cc(O)c(OC)c(O)c3c(=O)c2OC)cc1O,i,7.5,i
Cc1cc(-c2ccc(NS(=O)(=O)c3ccccc3)c(C)c2)ccc1NS(=O)(=O)c1ccccc1,i,7.3,i
CCOC(=O)c1cnc[nH]c1=O,i,0.8,i
CCOC(=O)c1c(-c2ccccc2)c[nH]c1C,i,-14.0,i
COC(=O)C1CCN(C(=O)CSc2nc3nc(C)cc(C)n3n2)CC1,i,-19.0,i
CC1(C)N=C(N)N=C(N)N1CCCCc1ccccc1,i,5.4,i
CCOc1ccccc1NC(=O)C1CCCC1,i,14.4,i
O=C(NN=Cc1ccccc1)NN=Cc1ccccc1,i,2.1,i

Reformatted with values ahead of the structure: entries from further up.
TMEM16A act	Dyrk1A ADPGlo	KCNK3 block	mol
i	-5.5	i	CCOc1ccc(OCCC(=O)OCC(=O)Nc2cccc(S(=O)(=O)N3CCCCC3)c2)cc1
i	3.2	i	O=C(CNS(=O)(=O)c1ccccc1F)NNC(=O)c1ccc(Br)cc1
i	0.7	i	Cc1cc(C)cc(NC(=O)COC(=O)CCC2CCCC2)c1
i	-0.1	i	Cc1ccc(SCC(=O)NC(=O)NC2CCCC2)c(C)c1
i	14.6	i	Nc1ccc2ccccc2c1N=Nc1ccccc1
i	0.1	i	COc1ccc(CC(C)NCC(O)c2ccc(O)c(NC=O)c2)cc1 (stereo not given)

Next section
mol,TMEM16A act,Dyrk1A ADPGlo,KCNK3 block
CCn1nnc2cc(C(=O)N(CCOC)CC(=O)Nc3cccc(C)c3C)ccc21,i,-1.5,i
CC(=O)c1c(C)[nH]c(C(=O)CSc2nnc(NC3CC3)s2)c1C,i,-1.0,i
Cc1ccc(SC2=C(N(C)C)C(=O)c3ccccc3C2=O)cc1,i,11.2,i
CC1CCCC(NC(=O)COC(=O)Cc2cn3ccsc3n2)C1C (stereo not given),i,-1.6,i
CC1CCc2[nH]c3ccc(C(=O)NCC4CCCO4)cc3c2C1 (stereo not given),i,-1.2,i
Cc1cccc(NS(=O)(=O)c2ccc(C)c(C(=O)NCC(c3cccs3)N3CCOCC3)c2)c1 (stereo not given),i,-3.1,i
O=C(NN=Cc1ccc([N+](=O)[O-])cc1)c1ccncc1,i,-0.7,i
COc1ccc(C)cc1NC(=O)C(c1ccccc1)N1CCN(CC(=O)N2CCCC2)CC1 (stereo not given),i,-3.9,i
CC(C)NC(=O)c1cccc(NC(=O)CC2SC(N3CCCCC3)=NC2=O)c1 (stereo not given),i,-4.5,i
O=C(NC1CCCCCC1)c1ccc([N+](=O)[O-])s1,i,9.9,i
Cc1cc2nc(-c3ccc(SCC(=O)Nc4nccs4)nc3)[nH]c2cc1C,i,-11.4,i
O=C(O)C1OCC2(CO1)COC(C(=O)O)OC2 (stereo not given),i,-3.1,i
CCOC(=O)C(=O)Cc1nc(OCc2ccccc2)cc(OCc2ccccc2)n1,i,-1.3,i
COCCCn1c(=O)/c(=C/c2ccccc2OC(F)F)s/c1=C(\C#N)C(=O)NCCOC,i,-0.6,i
CCOC(=O)c1cnc2ccc(Br)cc2c1NCC(C)O (stereo not given),i,12.5,i
c1ccc(CC(Cc2ccccc2)c2ccccn2)cc1,i,1.5,i
CC(C(=O)Nc1ccc2c(c1)OCCO2)N(C)CC(=O)Nc1ccccc1Br (stereo not given),i,-4.0,i
O=C(O)C1C2OC3C(OC(=O)C31)C2Br (stereo not given),i,-1.4,i
O=C1NC(=O)C2(CCCCC2)N1,i,-6.7,i
CC(=O)Nc1cccc(C(=O)OCC(=O)N(c2ccccc2)C2CCS(=O)(=O)C2)c1 (stereo not given),i,10.2,i
CC(C)[C@H](NS(=O)(=O)c1ccccc1)C(=O)OCc1cc([N+](=O)[O-])cc2c1OCOC2,i,-0.4,i
CC(C)OC(=O)c1ccc(NCc2cc(O)ccc2O)cc1Cl,i,0.3,i
C[C@@H]1ON(C)[C@H]2C[C@H]3c4cc(N5CCN(C)CC5)ccc4CCN3C(=O)[C@@H]12,i,-0.4,i
CCOC(=O)C1=C(COC(=O)CCS(=O)(=O)c2ccc(C)cc2)NC(=O)NC1C (stereo not given),i,5.8,i
Cn1c(=O)c2[nH]c(Cc3cccc(O)c3)nc2n(C)c1=O,i,0.0,i
c1ccc(CN2CCC(CNc3ncnc4ccccc34)C2)cc1 (stereo not given),i,1.8,i
Cc1cc(NCCCCCCCNc2cc(C)nc3cc([N+](=O)[O-])ccc23)c2ccc([N+](=O)[O-])cc2n1,i,-3.5,i
O=C1CC[C@@]23CCCN2C(=O)CCCC3C1 (stereo not given in full),i,-1.5,i
COc1cccc2oc(CCc3ccccc3)cc(=O)c12,i,9.3,i
Cc1nc(SCC(=O)Nc2c(C)n(C)n(-c3ccccc3)c2=O)c2cnn(-c3ccccc3)c2n1,i,1.0,i
O=C(CCc1ccccc1)NC1CCS(=O)(=O)C1 (stereo not given),i,3.7,i
O=C(Nc1cc(S(=O)(=O)N2CCCCC2)ccc1N1CCOCC1)c1ccc(F)cc1,i,-2.1,i
O=C(CCNC(=O)c1ccco1)NNC(=O)c1ccc(Br)cc1,i,5.3,i
CN(C)CCC(C(=O)c1ccccc1)c1ccccn1 (stereo not given),i,-4.2,i
COc1cc(OC)cc(C(=O)NNC(=O)CCOc2ccccc2OC)c1,i,2.6,i
CC1CC(C)CN(c2nc3c(c(=O)n(C)c(=O)n3C)n2CCSc2nc3ccccc3o2)C1 (stereo not given),i,1.7,i
CC(=O)Oc1cc(C(=O)OCC(=O)NC23CC4CC(CC(C4)C2)C3)cc(OC(C)=O)c1OC(C)=O,i,-0.9,i
CCOC(=O)N1CCN(CC(=O)NC(=O)Nc2ccc3c(c2)OCCO3)CC1,i,-2.8,i
CCC(C)(C)n1nnnc1C(c1ccc(N(C)C)cc1)N1CCN(C2CCCCC2)CC1 (stereo not given),i,1.0,i
Cc1cc2c(SCC(=O)Nc3cccc(O)c3)ncnc2s1,i,17.7,i
CN(C)S(=O)(=O)c1ccccc1N=C=S,i,0.9,i
CC(C)CC1NC(=O)N(CC(=O)Nc2ccc(OCc3ccccc3)cc2)C1=O (stereo not given),i,-24.8,i
O=C(O)CCCNCc1ccccc1F,i,0.6,i
O=C(COC(=O)C1CCN(c2ccc(C(F)(F)F)cn2)CC1)NCc1cccc(Cl)c1,i,1.6,i
CC[C@]12c3[nH]c4ccc(OC)cc4c3CCN1C(=O)C(CC(=O)NC/C=C(\C)CCC=C(C)C)C[C@@H]2C(=O)N1CCN(C(=O)c2ccco2)CC1 (stereo not given in full),i,-2.9,i
O=S(=O)(/C=C/C=C/S(=O)(=O)c1ccccc1)c1ccccc1,i,0.4,i
CCOC(=O)C1(C(N)=O)OC1(c1ccc(Cl)cc1)c1ccccc1Cl (stereo not given),i,4.0,i
CCN1C[C@@H]2[C@@H]3C(=O)N(Cc4ccccc4)C(=O)[C@@H]3[C@](C)(C1=O)N2C(=O)c1ccc(C)cc1,i,-4.5,i
CCN1/C(=C/c2ccc3cc(C)cc(C)c3[n+]2CC)Sc2cc(C)ccc21,i,2.7,i
CC(C)(COC(=O)C(c1ccccc1)c1ccccc1)CN1CCOCC1,i,1.8,i
Cc1ccc(S(=O)(=O)N2CCCCC2)cc1NC(=O)c1cnccn1,i,6.7,i
CCCC(=O)NC1CCc2cc(OC)c(OC)c(OC)c2-c2ccc(OC)c(=O)cc21 (stereo not given),i,-0.3,i
COc1ccc2oc(N)nc2c1,i,7.1,i
CCN1CCN(c2ccc(S(=O)(=O)N3CCOCC3)cc2NC(=O)C2CCC(C(C)(C)C)CC2)CC1 (stereo not given),i,-2.7,i
O=C1C=CC(=O)C(CNc2ccc(C(=O)OCc3ccccc3)cc2)=C1,i,6.0,i
O=C(c1cc(C2CC2)nn1-c1ccccc1)N1CCN(c2ccccn2)CC1,i,-0.1,i
O=c1cc(CCc2ccccc2)oc2cccc(O)c12,i,22.2,i
O=C(c1cc(-c2cccs2)nc2ccccc12)N1CCN(CCO)CC1,i,4.1,i
Nc1cc(OCc2ccccc2)ccc1OCc1ccccc1,i,3.3,i
O=C(O)c1ccc(NN=Cc2cc(=O)[nH]c(=O)[nH]2)cc1,i,3.0,i

(more compounds)
mol,TMEM16A act,Dyrk1A ADPGlo,KCNK3 block
Cc1noc(NS(=O)(=O)c2ccc(NC(=O)c3cccc(S(=O)(=O)N(C)c4ccccc4)c3)cc2)c1C,i,1.6,i
CC(=O)c1ccc(-c2ccc(-c3cc(=O)oc4c(C(C)C)ccc(C)c34)cc2)cc1,i,-2.7,i
OC(COCc1ccccc1)COCc1ccccc1,i,1.8,i
O=C1C=CC(=O)N1CCCCCCCCCCN1C(=O)C=CC1=O,i,-4.9,i
N=C(N)SCc1ccc(Cl)c2ccccc12,i,5.4,i
S=C(c1cccs1)N1CCN(c2ccccc2)CC1,i,-4.5,i
CN(C)c1nc2c(N)ncnc2n1C1OC(CO)C(O)C1O (stereo not given),i,2.1,i
O=C(OCc1cc([N+](=O)[O-])cc2c1OCOC2)c1cccnc1SC(F)F,i,1.5,i
CCN(C1CCS(=O)(=O)C1)S(=O)(=O)c1ccc(Cl)s1 (stereo not given),i,-8.0,i
Cc1cccc(NC(=O)COC(=O)C(NC(=O)c2cccc(S(=O)(=O)N3CCOCC3)c2)C(C)C)c1 (stereo not given),i,1.3,i
CC(C)c1ccc(CN(C)C(=O)c2ccc(S(=O)(=O)NCc3ccco3)cc2)cc1,i,-0.3,i
CN(C)c1ccc(C=c2c3ccccc3n3c2c2c([n+]3C)CCCC2)cc1,i,10.4,-12.6*
c1ccc(CN=C(NCc2ccccc2)NCc2ccccc2)cc1,i,-0.4,i
C=CCn1c(=O)/c(=C/c2ccc(Cl)cc2)s/c1=C(\C#N)c1nnc2n1CCCCC2,i,-2.9,i
Cc1ccc(-c2cccc([C@H]3[C@@H]4C=CC[C@@H](C)[C@@H]4C(=O)N3Cc3ccccc3)c2)cc1,i,-1.6,i
CN1C[C@@H]2[C@@H]3C(=O)N(C)C(=O)[C@@H]3[C@](C)(C1=O)N2C(=O)c1ccc(Br)cc1,i,0.3,i
Cc1ccc(C(C)C)c2c1C(c1ccc3c(c1)OCO3)CC(=O)O2 (stereo not given),i,2.1,i
Cc1ccc2[nH]c(O)c(N=Nc3ccccc3[N+](=O)[O-])c2c1,i,6.6,i
COc1ccc2sc(-c3ccccc3OC)c(-c3ccc(OCCN(C)C)cc3)c2c1,i,12.6,i
CCN(C(=O)COC(=O)c1c(C)nn(-c2ccccc2)c1Cl)c1c(N)n(Cc2ccccc2)c(=O)[nH]c1=O,i,6.7,i
